Arrestin-AP2 inh – human beta-arrestin and AP2 interaction inhibition; FITC-arrestin peptide / GST-AP2 beads, flow cytometry; AP2 beta2 appendage carries R879A mutation; inhibition, % at 10 µM; actives 0.31% (n = 340,000); AID 504490;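 active = inhibition above a set limit, near 3 SD of compounds lacking own fluorescence, cut at about 54% in these data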;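 also: plate controls were DMSO wells for no effect and 5 µM unlabelled arrestin peptide for full effect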
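System: GST-tagged AP2 beta2-adaptin appendage (R879A) on 4 µm glutathione beads / Reagent: FITC-arrestin peptide, 50 nM / Detection: HyperCyt-sampled flow cytometry, FL1 channel, ex 488/em 535 nm / Timing: 12 min plus 1 h, RT / Buffer or medium: PBS plus Tween 20 (0.05%) and BSA (0.1%)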
DSG3 Ab inh – blocks pemphigus antibody binding to human desmoglein-3. binding (percent of control), % at 10 µM. AID 588358. P32926. DSG3-coupled beads, scFv-anti-DSG3-GFP binding, flow cytometry; hits give low values. actives 0.48% (n = 310,000);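 active = binding more than 3 SD below its plate's average and above zero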;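 also: hits lower antibody fragment binding to DSG3; some compounds called inactive have numbers as strong as hits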
Target sequence (P32926 whole entry, looked up, the tested form may be a part): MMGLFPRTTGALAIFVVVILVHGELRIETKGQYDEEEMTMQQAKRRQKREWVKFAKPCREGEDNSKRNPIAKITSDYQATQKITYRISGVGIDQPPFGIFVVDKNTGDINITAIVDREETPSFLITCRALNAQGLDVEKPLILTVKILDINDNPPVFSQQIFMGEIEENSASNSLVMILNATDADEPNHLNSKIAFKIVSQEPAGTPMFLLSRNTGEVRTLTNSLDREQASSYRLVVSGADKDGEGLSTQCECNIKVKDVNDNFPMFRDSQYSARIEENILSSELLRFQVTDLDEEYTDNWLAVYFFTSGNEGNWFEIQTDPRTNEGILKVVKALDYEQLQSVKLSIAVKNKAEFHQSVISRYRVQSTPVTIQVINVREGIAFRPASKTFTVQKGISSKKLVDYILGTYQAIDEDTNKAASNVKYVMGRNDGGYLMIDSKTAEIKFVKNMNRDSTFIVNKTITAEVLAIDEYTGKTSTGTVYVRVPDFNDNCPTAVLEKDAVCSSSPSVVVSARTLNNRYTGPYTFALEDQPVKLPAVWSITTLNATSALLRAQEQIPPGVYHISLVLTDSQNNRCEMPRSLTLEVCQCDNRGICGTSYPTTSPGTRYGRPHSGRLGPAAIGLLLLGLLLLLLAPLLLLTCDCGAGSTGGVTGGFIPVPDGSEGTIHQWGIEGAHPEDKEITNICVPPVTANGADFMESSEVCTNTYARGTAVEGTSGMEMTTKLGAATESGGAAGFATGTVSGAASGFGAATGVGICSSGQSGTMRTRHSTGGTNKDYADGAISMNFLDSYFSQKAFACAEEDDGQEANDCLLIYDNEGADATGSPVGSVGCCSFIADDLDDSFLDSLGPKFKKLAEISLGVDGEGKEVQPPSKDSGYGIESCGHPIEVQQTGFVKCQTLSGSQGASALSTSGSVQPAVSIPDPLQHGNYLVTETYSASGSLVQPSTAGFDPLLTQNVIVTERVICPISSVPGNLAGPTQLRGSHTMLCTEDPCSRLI
PKA-R1A act – activators of PKA-R1A complex | AID 504707 | PKA-R1A dissociation, Cy5-IP20 fluorescence polarization; scaled: DMSO 0%, 113 µM cGMP 100% | P00514+P68181 | actives 0.083% (n = 340,000) | activation, % at 11.4 µM;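 active = percent activation above the mean of all tested compounds plus 3 SD, cut at about 19% in these data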;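 also: higher means more PKAc released from R1A so a rise in polarization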
HTR5A ag – activates human HTR5A in OPRM1-OPRD1 agonist counter-screen | HTR5A agonist assay, luminescence, cell-based | activation, % at 9.3 µM | actives 0.61% (n = 340,000); in the data active = activation mostly above about 9.5%, no sharp cut-off; inactive = mostly below about 7.6%;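 also: 0% = cells with vehicle only and 100% = reference agonist; strong numbers were not always called active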
DAGLB inhibitor – blocks human DAGLB lipase activity. Q8NCG7. HEK293T DAGLB membrane lysate, EnzChek fluorogenic substrate. inhibition, % at 5.17 µM. actives 0.059% (n = 340,000). AID 504411; in the data active = inhibition above about 34%;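 also: 0% = enzyme with vehicle and 100% = wells lacking enzyme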
OPRM1-OPRD1 inv – mu-delta opioid heterodimer inverse agonism; P35372+P41143; cell-based MOR-DOR heterodimer luminescence; inhibition, % at 9.3 µM; actives 0.21% (n = 340,000); AID 504357; in the data active = inhibition above about 22%, passing the limit was not always enough;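 also: 0% = cells with DMSO and 100% = wells without cells with DMSO; values of inactives mirror those of a sister screen read the other way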
V-ATPase pHluor – yeast V-ATPase proton transport regulation by pHLuorin. response, % at 10 µM. S. cerevisiae, pHLuorin cytosolic pH fluorescence. actives 0.37% (n = 350,000). AID 504577; in the data active = response mostly above about 7.3%, no sharp cut-off; inactive = mostly below about 5.4%; also: actives read high; inactives centre near 0; some compounds called inactive have numbers as strong as hits; reference of the scale not given here
MOR-DOR ag – agonists of human mu-delta opioid receptor heterodimerization. cells, OPRM1-OPRD1 heterodimerization, luminescence. activation, % at 9.3 µM. actives 0.3% (n = 340,000). AID 504326; in the data active = activation above about 18%;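 also: 0% = vehicle-treated cells and 100% = reference agonist; values of inactives mirror those of a sister screen read the other way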
PKA-R2B activ – activates the human PKA-R2B holoenzyme complex. PKA-R2B holoenzyme dissociation, Cy5-IP20 fluorescence polarization; R2B truncated from residue 108, S112A mutant; 0% DMSO only, 100% 113 µM cGMP. activation, % at 11.4 µM. actives 0.079% (n = 340,000);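 active = activation above a cutoff set at the mean over all compounds plus 3 SD, cut at about 18% in these data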;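 also: higher means more holoenzyme dissociation and a rise in polarization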
HTR5A inv ctr – inverse agonist of human HTR5A in OPRM1-OPRD1 counter-screen; HTR5A cell line, luminescence, inverse agonism; inhibition, % at 9.3 µM; actives 0.083% (n = 340,000); in the data active = inhibition mostly above about 23%, no sharp cut-off; inactive = mostly below about 18%;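 also: 0% = cells with DMSO and 100% = no-cell wells with DMSO; some compounds called inactive have numbers as strong as hits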
* hit, by the source's call; nt = not tested or not shown.

SMILES	Arrestin-AP2 inh	DSG3 Ab inh	PKA-R1A act	HTR5A ag	DAGLB inhibitor	OPRM1-OPRD1 inv	V-ATPase pHluor	MOR-DOR ag	PKA-R2B activ	HTR5A inv ctr
C/C(=N/OCO/N=C(\C)c1ccccc1)c1ccccc1	21	85	-15	-1	-13	-3	-1	0.7	-10	10
COc1ccc(C(=O)CSc2[nH]c(=O)cc(C(F)(F)F)c2C#N)cc1	-3	102	9	5	10	3	0	-0.6	5	-34
C#Cc1cccc(-n2nnc(C(C)=O)c2C)c1	-12	nt	-2	1	0	2	5	-0.4	8	-2
COc1ccc(/C=C(/NC(=O)c2ccco2)C(=O)Nc2ccc(C(=O)O)cc2)cc1	12	nt	-8	-2	-2	5	1	-0.7	-1	7
O=C(O)C1CCN(C(=O)COc2ccc3c4c(c(=O)oc3c2)CCC4)CC1	8	112	-10	3	0	8	-7	-1.4	9	-10
O=C(Cn1[nH]c(=O)c2ccccc2c1=O)N1CC=C(c2ccccc2)CC1	1	106	5	-2	2	13	-1	-2.2	3	13
O=C(COc1ccc(Cl)cc1)Nc1ccccc1Cl	14	107	-6	1	-16	6	0	-1.0	2	4
COc1ccc(OCC(=O)Nc2ncc3c(n2)CC(C)(C)CC3=O)cc1	-2	87	-7	0	1	6	4	-1.3	-4	-1
COC(=O)c1ccccc1NC(=S)N(Cc1ccc2c(c1)OCO2)Cc1cc2ccc(OC)cc2[nH]c1=O	-13	85	3	2	3	-1	-1	0.3	-16	8
CC(C)C(NC(=O)C12CC3CC(CC(C3)C1)C2)C(=O)O (configuration not stated)	28	nt	0	3	-1	14	-4	-2.7	0	0
Oc1ccccc1CN1CCCC(N2CCc3ccccc3C2)C1 (configuration not stated)	-14	111	-2	2	-1	-7	2	1.3	-4	-16
N#Cc1ccccc1CSc1nnc(-c2ccncc2)o1	6	106	-3	-3	-3	19	-1	-4.1	-2	10
CNc1ccccc1C(=O)OC(C)C(=O)Nc1ccc(S(=O)(=O)N2CCCC2)cc1 (configuration not stated)	31	107	6	0	-2	-9	-2	2.3	15	0
Cc1cc(C(=O)CSc2nnc3ccccn23)c(C)n1-c1ccccc1	-1	106	-5	6	3	-28	2	4.1	-11	18
O=C(CSc1nnnn1Cc1ccccc1)Nc1cccc(F)c1	-9	101	2	-1	0	-1	-4	0.1	-7	-18
C[C@@H]1CCCCO[C@@H](CN(C)C(=O)C2CCCCC2)[C@@H](C)CN([C@H](C)CO)C(=O)c2cc(NC(=O)NC3CCCCC3)ccc2O1	nt	103	-9	nt	0	nt	-2	nt	-10	nt
Brc1ccccc1Cn1cnc2ccccc21	7	116	6	1	1	1	-2	-0.3	4	-3
COc1ccccc1C(=O)Nc1ccc(C(=O)N2CCCCC2)cc1	13	96	0	1	-5	23	3	-4.4	3	-3
CC1CCC2C(=O)N(c3cccc(C(=O)Nc4ccccc4Cl)c3)C(=O)C2C1 (configuration not stated)	17	101	12	-3	-5	-12	-1	1.7	7	-11
CCN(c1ccccc1)S(=O)(=O)c1ccc(C(=O)OC(C)C(=O)NCCC2=CCCCC2)cc1 (configuration not stated)	2	87	0	0	-4	-8	-2	1.5	-2	11
COC(=O)c1ccc2c(=O)[nH]c(CSc3nc(-c4ccc(F)cc4)cs3)nc2c1	-6	122	-17	3	0	7	-3	-1.3	-2	-7
COCCNC(=O)C(c1ccc(F)cc1)N(CCOC)C(=O)CCC(=O)Nc1nccs1 (configuration not stated)	3	105	3	5	-5	-2	4	0.5	-3	3
COC(=O)c1c(C)nc(C)c(C(=O)OC)c1-c1ccc(OC)c(OC)c1	45	86	-6	3	-2	16	3	-3.1	-8	-7
CCOC(=O)c1c(C(C)(C)C)oc2ccc(OCC#N)cc12	1	103	-5	7	-7	-10	5	1.9	-21	-21
CN1C(=O)[C@H]2[C@@H](C3CC3)N3C(=O)CN(Cc4ccccn4)C(=O)[C@@]3(Cc3ccccc3)[C@H]2C1=O	-2	100	-6	2	-1	13	-1	-2.8	-4	9
CC(C)Nc1nnc(SCC(=O)Nc2sccc2C#N)s1	3	nt	-14	1	0	22	-5	-5.7	-2	18
N#CSC(c1ccccc1)c1nc2ccccc2[nH]c1=O (configuration not stated)	-3	122	-6	2	-2	3	5	-0.8	1	-5
O=[N+]([O-])c1cc(C=NN2CCCCCC2)ccc1Cl	28	98	-4	1	-6	1	0	-0.2	4	-3
O=C(O)CCN(CC(=O)c1ccc(Cl)cc1)S(=O)(=O)c1ccc([N+](=O)[O-])cc1	9	106	-20	-3	-3	-40	5	7.2	-1	7
O=c1cc(-c2ccc(O)c(O)c2)oc2cc(O[C@@H]3O[C@H](CO)[C@@H](O)[C@H](O)[C@H]3O)cc(O)c12	-5	100	-14	-2	-1	7	0	-1.4	-11	9
COc1ccccc1CNC(=O)CSc1ccc(C(=O)Nc2ccccc2OC)cc1[N+](=O)[O-]	3	95	-1	-5	-3	-12	6	2.1	5	13
C=CCc1c(O)nc(SCC(=O)c2ccccc2)[nH]c1=O	21	101	3	4	-2	9	-1	-1.5	7	-28
CN1CCC(N(C)C(=O)/C(C#N)=C\c2ccc(OC(F)F)cc2)CC1	16	nt	-11	1	0	7	-5	-1.4	-3	-4
O=C(Nc1nccs1)c1cnccn1	14	80	-1	2	3	5	-3	-0.9	-4	-6
CC1=CC(=O)Nc2ncccc2O1	nt	102	4	nt	-5	nt	-1	nt	11	nt
COc1ccc(/C=N/n2cc(-c3ccc(OC)cc3)nc2N)cc1	19	98	1	5	-1	7	2	-1.3	-6	-2
C[C@H]1CC[C@@]2(O[C@@H](CCO)C[C@@H](O)[C@@H]2O)O1	15	98	-3	-3	-4	8	-4	-1.4	-1	14
Cc1cccc(NC(=O)N2CCCC2C(=O)NCc2ccccc2)c1 (configuration not stated)	-7	96	-9	-1	-2	17	0	-3.6	-4	5
COC(=O)c1ccc(COc2cccc(OC)c2)o1	23	102	6	5	-2	5	7	-0.8	-10	-1
CSCCC(NC(=O)c1ccco1)C(=O)N1CCCCCCC1 (configuration not stated)	7	97	-8	-4	-1	15	3	-3.0	5	10
CSc1ccc(CN(C)C(=O)C2CCN(C(=O)Nc3ccccc3)CC2)cc1	-12	nt	1	-3	-2	21	10	-5.4	-7	8
COc1ccccc1C(=O)NC1CCCCCCC1	-9	105	-11	-2	-3	21	3	-3.4	4	-5
O=C1CCCc2ccccc2N1Cc1ccc(Cl)cc1	0	nt	-11	-5	-2	-5	1	1.2	-11	11
CCOC(=O)c1c(OCCO)nn(-c2ccc(Cl)cc2)c1N	-10	100	-9	-3	-1	2	-2	-0.3	-1	7
Cn1c(Cc2ccccc2)nnc1SCC(=O)Nc1ccc2c(c1)OCO2	-7	108	-2	-1	-3	9	4	-1.6	2	7
Cc1ccc(C(CNS(=O)(=O)c2ccc([N+](=O)[O-])cc2)N2CCN(C)CC2)cc1 (configuration not stated)	18	100	-8	4	0	1	-3	-0.2	-10	-10
CCCn1c(N2CCN(C(=O)NCc3ccccc3)CC2)nc2ccccc21	40	94	-3	5	1	3	-6	-0.7	-3	-14
O=C1C(NS(=O)(=O)c2ccccc2)=C(N2CCN(c3ccc(F)cc3)CC2)C(=O)c2ccccc21	-2	97	-10	-1	27	-5	-3	0.9	2	4
NCCn1c(-c2ccccc2)cc(C(=O)O)c1-c1ccccc1F	11	105	-6	1	3	9	-3	-1.6	-5	-4
CC(=O)NCCC1CCN(c2nc3nonc3nc2N(C)Cc2ccccc2)CC1	14	104	-7	1	1	4	6	-0.7	2	-10
CC(=O)N/N=C/c1c(C)[nH]n(-c2ccccc2)c1=O	-5	104	4	-2	-2	5	nt	-0.7	-3	1
COc1ccc(N)c(C)c1	34	99	-10	0	2	9	-4	-1.7	7	-1
CCn1cnc2cc(NCc3cccc(OC)c3O)ccc21	9	nt	3	1	3	4	-2	-0.9	3	11
Cc1csc(Nc2ccccc2)[n+]1C	0	98	-3	0	1	6	-2	-1.2	-6	-1
COc1ccccc1N(CC(=O)NC1CCCC1)C(=O)c1csnn1	2	106	4	6	0	9	3	-1.7	-4	3
c1ccc(-n2ncc3c(NCc4cccs4)ncnc32)cc1	-2	103	-9	1	-3	-27	4	5.4	16	-8
CCOc1cc(C(=O)NC2CCCCCCC2)cc(OCC)c1OCC	20	104	3	7	-4	-6	4	1.1	-3	-5
Cc1ccc(C)c(S(=O)(=O)N2CCN(C(=O)C3CCN(C(=O)c4ccc(F)cc4)CC3)CC2)c1	-3	94	-4	0	0	6	8	-1.1	-11	-2
COc1ccccc1NC(=O)CN1CCN(CC(=O)Nc2ccc3c(c2)OCCO3)CC1	-3	103	-3	-2	-3	16	-4	-3.5	-2	-1
O=C(N[C@@H](Cc1ccccc1)C(=O)NC1CCCCC1)c1ccco1	-2	nt	0	-2	-2	18	-3	-3.6	-3	18

3 compounds already listed, ordered by the value under DAGLB inhibitor, rising.
compound | DAGLB inhibitor
COc1ccccc1NC(=O)CN1CCN(CC(=O)Nc2ccc3c(c2)OCCO3)CC1 | -3
CC(=O)N/N=C/c1c(C)[nH]n(-c2ccccc2)c1=O | -2
COc1ccc(N)c(C)c1 | 2

(next part)
SMILES	Arrestin-AP2 inh	DSG3 Ab inh	PKA-R1A act	HTR5A ag	DAGLB inhibitor	OPRM1-OPRD1 inv	V-ATPase pHluor	MOR-DOR ag	PKA-R2B activ	HTR5A inv ctr
CC(=O)c1ccc(NC(=O)C(C)O/N=C(\N)c2ccccc2)cc1 (configuration not stated)	18	108	2	1	-3	12	4	-3.1	-9	-2
Fc1ccc(Cn2nnc(-c3ccc(Cl)cc3)n2)cc1	7	101	-4	-2	-13	-49	1	11	7	7
O=C(c1ccc2snnc2c1)N1CCN(c2ccccn2)CC1	-2	94	-2	-2	0	-1	0	0.1	-4	4
FC(F)(F)c1ccc2c(c1)nc1n2CCCC1	0	102	2	0	2	-7	-1	1.2	4	-20
O=C(NNC(=O)c1ccc(Br)s1)c1cccc(S(=O)(=O)N2CCCC2)c1	0	94	-8	5	0	17	-2	-4.2	3	-13
Cc1ccc(CC(=O)N2CC(C)OC(C)C2)cc1 (configuration not stated)	10	88	3	1	-1	12	3	-2.1	-4	-7
Cc1ccc(S(=O)(=O)N(C)C)cc1NC(=O)c1ccncc1	-4	99	-10	0	1	4	-1	-0.8	-9	9
Cc1ccc(OCc2nnc(SCC(=O)c3cccs3)n2-c2ccccc2)cc1C	22	nt	6	-2	1	-6	-5	1.0	-9	-16
OCCCn1c(-c2ccccc2)n[nH]c1=S	-14	99	-12	-4	-1	17	1	-2.8	-2	7
O=[N+]([O-])c1c(NCCO)cc(N2CCN(Cc3ccc4c(c3)OCO4)CC2)c2nonc12	-10	104	-2	2	-2	1	-1	-0.2	-4	-8

Assay outcomes deposited in PubChem by several laboratories.
